Source: PubChem (several laboratories)
KKLEB tox – reduces viability of KKLEB cystic fibrosis airway cells | KKLEB CF airway cells viability, ATPlite luminescence, overnight; active compounds read low; cells stimulated with P. aeruginosa culture filtrate | AID 602141 | actives 0.36% (n = 360,000) | activity change (cytotoxicity), % at 5 µM;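 active means corrected activity change at or below -50% at 5 µM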
CF NFkB inh – inhibitors of cystic fibrosis induced NF-kB; actives 0.86% (n = 360,000); KKLEB NF-kB-GFP reporter, PAF-induced, GFP fluorescence overnight; AID 588850; inhibition, % at 5 µM;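 active means at least 50% inhibition at 5 µM, scaled per plate between neutral and stimulator controls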;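 further: PAF is a Pseudomonas aeruginosa culture filtrate used as stimulus; plate controls were PAF-stimulated DMSO wells for no effect and unstimulated DMSO wells for full effect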
NR2E3 ag-1 – activates human NR2E3 receptor. CHO-S Gal4-NCOR/VP16-NR2E3 two-hybrid, luciferase. Q9Y5X4. inhibition of corepressor binding, % at 3.98 µM. actives 0.35% (n = 360,000). AID 602229;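 active means inhibition above the mean of all tested compounds plus 3 SD, cut at about 70% in these data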;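 further: 0% = DMSO with NR2E3 transfected cells and 100% = cells lacking NR2E3 construct; higher means lower luciferase signal from less NR2E3 corepressor binding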
Target sequence (Q9Y5X4 whole entry, looked up, the tested form may be a part): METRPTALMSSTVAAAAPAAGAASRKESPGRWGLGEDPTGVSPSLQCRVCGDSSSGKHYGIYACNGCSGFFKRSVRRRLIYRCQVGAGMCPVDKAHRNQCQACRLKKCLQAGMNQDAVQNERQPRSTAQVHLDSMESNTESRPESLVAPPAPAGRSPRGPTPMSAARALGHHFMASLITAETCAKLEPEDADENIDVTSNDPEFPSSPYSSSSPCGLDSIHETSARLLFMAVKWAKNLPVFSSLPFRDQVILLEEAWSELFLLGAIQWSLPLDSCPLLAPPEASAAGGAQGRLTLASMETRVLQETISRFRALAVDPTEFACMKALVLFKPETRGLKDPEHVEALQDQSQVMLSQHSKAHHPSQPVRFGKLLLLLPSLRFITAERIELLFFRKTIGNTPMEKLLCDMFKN
CaV13 FRET inh – Disruptors of the CACNA1D IQ motif to Ca2+-dependent inactivation inhibitor domain association, primary screening, Förster resonance energy transfer in intact living …. HEK cells, CFP/YFP FRET ICDI-IQ, plate reader, 10 min; percent FRET-ratio fall versus neutral wells. inhibition, % at 12.3 µM. actives 0.098% (n = 340,000);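 active means mean replicate inhibition of at least 30% and at least 1% of replicates passing that level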;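 further: 0% = median of the neutral control wells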
MITF TRPM1 inh – inhibitors of MITF-driven TRPM1 promoter in melanoma cells; SK-MEL-5 TRPM1 promoter luciferase, 24 h; inhibition, % at 12.5 µM; actives 0.83% (n = 330,000);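 active means mean inhibition across replicates of 60% or more, whatever share of single replicates reaches that level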; further: values of inactives mirror those of a sister screen read the other way
Peg3 promoter – inhibitors of Peg3 promoter; HeLa PEG-Prom luciferase reporter, luminescence, overnight; inhibition, % at 20 µM; actives 1.7% (n = 360,000); AID 588405;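 active means inhibition of at least 50% at 20 µM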
PDI inh – PDI (human) enzyme inhibition. PDI insulin aggregation turbidity, A650, 90 min. inhibition, % at 10 µM. actives 0.052% (n = 350,000). AID 588391;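 active means mean inhibition across replicates of 30% or more, whatever share of single replicates reach that level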;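 further: absorbance from insulin aggregation driven by PDI reduction with DTT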
Target sequence (P07237 whole entry, looked up): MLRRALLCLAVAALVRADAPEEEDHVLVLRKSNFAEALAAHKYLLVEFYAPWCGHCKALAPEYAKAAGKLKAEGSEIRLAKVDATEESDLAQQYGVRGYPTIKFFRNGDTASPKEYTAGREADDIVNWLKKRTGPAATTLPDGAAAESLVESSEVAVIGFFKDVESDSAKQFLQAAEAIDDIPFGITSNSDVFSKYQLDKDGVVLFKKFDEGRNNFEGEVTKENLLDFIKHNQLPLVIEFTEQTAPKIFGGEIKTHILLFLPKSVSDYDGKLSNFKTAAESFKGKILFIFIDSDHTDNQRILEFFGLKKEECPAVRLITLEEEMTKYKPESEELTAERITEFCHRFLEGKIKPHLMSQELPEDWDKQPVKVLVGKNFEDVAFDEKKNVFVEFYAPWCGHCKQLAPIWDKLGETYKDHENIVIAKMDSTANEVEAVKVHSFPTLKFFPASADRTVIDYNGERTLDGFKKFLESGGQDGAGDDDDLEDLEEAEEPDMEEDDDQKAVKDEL
HIF-2a block – blocks HIF-2a reporter activity; 786-0 RCC cells HIF-2a reporter, luciferase luminescence, overnight; inhibition, % at 18.8 µM; actives 0.72% (n = 360,000);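 active means inhibition of the luminescence signal of 40% or more relative to plate controls, in a single-dose primary screen at 18.75 µM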
Vif imaging – inhibitors of HIV Vif | HEK293T cells, Vif self-association by quenched fluorescence, imaging, 24 h | inhibition, % at 7.49 µM | actives 0.35% (n = 340,000) | AID 602346; in the data active means inhibition above about 50%, passing the limit was not always enough; further: some results filed as inactive read as strong as hits
Shn3 3UTR inh – inhibitors of Schnurri-3 3'UTR reporter in osteoblasts. Clone20 osteoblast Shn3 3'UTR firefly luciferase, 24 h. inhibition, % at 12.5 µM. actives 0.52% (n = 360,000). AID 588674;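 active means mean inhibition of at least 75% with every replicate also reaching 75%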;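 further: 0% = median of neutral control wells and 100% = pilot-screen positive control compound; some compounds past the cut are filed as inactive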
NR2E3 ag-2 – NR2E3 (human) agonism | Q9Y5X4 | GST-NR2E3/biotin-RetCOR TR-FRET, 1536-well | inhibition of corepressor binding, % at 4.78 µM | actives 0.12% (n = 320,000) | AID 2300;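 active means percent inhibition above the cutoff of mean plus 3 SD of all tested compounds, set per screening campaign, cut at about 20% in these data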;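 further: 0% = DMSO wells and 100% = biotin wells as full block of FRET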
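Test system: GST-NR2E3 and biotin-RetCOR proteins | Quantity: 1.35 nM GST-tagged NR2E3 final | Medium: Tris pH 7.5 | Also added: 7 nM biotin-RetCOR | Dosing: Compound at 4.8 µM, single dose | Timing: 5 h at 4 °C | Detection: Time-resolved FRET | Read-out basis: Percent inhibition | Benchmarks: Biotin wells as high control, 0.6% DMSO wells as low control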
The depositor's hits bear a star; . = not tested or not shown.

SMILES	KKLEB tox	CF NFkB inh	NR2E3 ag-1	CaV13 FRET inh	MITF TRPM1 inh	Peg3 promoter	PDI inh	HIF-2a block	Vif imaging	Shn3 3UTR inh	NR2E3 ag-2
COc1ccc(S(=O)(=O)N(CC(=O)N2CCN(C)CC2)c2ccc(C)cc2)cc1OC	-2	3	-3	-5	-4	7	-1	9	-3	-16	-1
COc1ccc(Nc2cc(C)nc3ncnn23)cc1	3	-19	-36	-2	2	9	-7	13	-1	7	.
CC(=O)Cc1c(C(=O)O)c(C)nn1-c1ccccc1	4	7	-1	1	2	9	-6	16	5	5	2
COc1ccc(OC)c(-c2nc(C(=O)NC3CCN(Cc4ccccc4)CC3)cc3c2[nH]c2ccccc23)c1	-23	24	-1	.	11	18	.	9	-7	34	-2
COc1cc(Nc2c3c(nc4ccccc24)CCCC3)cc(OC)c1OC	-6	-32	2	-17	1	2	0	6	-7	-24	-1
COc1ccc(C2CC(c3ccccc3)Nc3nc(N)nn32)cc1 (configuration not stated)	-5	5	-4	-5	7	-9	3	-17	-2	-24	4
Cc1ccc(-c2csc(N(C)C(=O)c3c(C)nn(-c4ccccc4)c3Cl)n2)cc1	2	8	0	-8	4	3	-4	-29	6	6	2
Cc1cccc(Cn2c(C(C)(C)C)cc3cccnc32)c1	-9	10	-13	-2	-6	29	7	24	2	32	-2
O=C(Nc1nccs1)c1cc(N2CCOCC2)nc2ccccc12	4	-5	-6	-6	19	22	-5	20	5	-5	5
CSc1ccc(S(=O)(=O)Nc2ccc3c(c2)OCCO3)cc1	10	-20	38	-11	-4	-7	.	-8	-5	54	2
Cc1ccc(NC2=CC(=O)CC(C)(C)C2)cc1Cl	0	6	-27	-17	3	14	8	4	4	-1	0
Nc1n[nH]c(N)c1N=Nc1ccc2c(c1)OCO2	-9	28	-73	-7	-21	-167	9	-186	-4	-45	-8
Cc1ccc(OCc2cc(C(=O)N(C)Cc3cnc4ccccn34)no2)cc1C	2	-4	46	-5	-4	-17	15	-39	-19	18	2
C[C@@H]1CN([C@H](C)CO)C(=O)c2c(c3ccccc3n2C)-c2ccccc2CO[C@H]1CN(C)Cc1ccccc1	-13	22	10	-5	.	1	5	-27	.	-2	.
CCCCN1C(=O)N(c2ccccc2Cl)C(C)(O)CC1(C)C (configuration not stated)	-3	2	37	-13	12	18	-2	9	-12	11	-4
Cc1ccc(NC(=O)CC2Oc3ccccc3NC2=O)c(C)c1 (configuration not stated)	-1	-18	19	-12	8	6	-7	-1	9	2	5
Cc1ccc(NC(=O)N2C3CCCC2CC(NC(=O)C(C)(C)C)C3)cc1 (configuration not stated)	6	-6	-11	-22	-5	4	-35	18	-3	19	-2
COc1ccccc1CCC(=O)OCC(=O)NC1CC1	20	-12	-14	-6	2	-7	1	4	-5	7	1
O=C(CCn1c(=O)oc2ccccc21)n1c(=O)oc2ccccc21	0	3	-15	-4	6	7	17	12	.	-1	4
COc1ccc(C(N)CCc2ccco2)cc1 (configuration not stated)	7	8	-17	-6	7	-9	12	-1	7	18	1
COc1nsnc1NS(=O)(=O)c1ccc(NC(=S)NC(=O)c2cccnc2)cc1	5	-22	-14	-6	-8	-13	-1	6	2	-2	1
O=C(CN1CCN(c2ccc(F)cc2)CC1)NCC1CCCO1 (configuration not stated)	-6	11	4	-6	6	3	-5	22	-5	0	-1
CCC(C)Sc1ccc([C@@H]2[C@H]3C(=O)N(C)C(=O)[C@H]3[C@]3(C(=O)OC)CCCN23)cc1 (some centres not stated)	10	-28	15	-11	2	9	-2	-7	-9	8	.
Cc1c(C(=O)OCC(C)(C)CN(C)C)oc2ccccc12	-4	-3	-54	-5	-34	-113	0	-161	.	-47	1
O=C1NC(c2ccccc2)CCO1 (configuration not stated)	2	-24	6	-5	-2	-22	2	8	-3	-13	-2
COC(=O)c1ccccc1NS(C)(=O)=O	3	-1	11	-11	3	-7	6	-1	7	4	1
Cc1nc([N+](=O)[O-])c(Br)n1CC(=O)c1ccc2ccccc2c1	-52*	64*	3	-5	34	47	0	11	-1	95*	-1
CC(=O)NC(Cc1ccccc1)C(=O)N1CCN(C(=S)NCC(C)C)CC1 (configuration not stated)	0	-4	-1	4	-2	5	7	12	7	-7	-3
CC(=O)Nc1nnc(-c2ccc3c(c2)CCCC3)o1	-8	1	-74	-7	-37	-190	-1	-207	5	-30	-4
CCN=C1S/C(=C\c2cn(CC(=O)NCc3ccco3)c3ccccc23)C(=O)N1CC	5	16	7	-3	48	31	-29	5	13	60	0
CCOc1ccc(-n2c(Cc3cc(=O)[nH]c(=O)[nH]3)nnc2SC(C)C(=O)OC)cc1 (configuration not stated)	-2	-3	2	11	-9	-10	-8	7	-1	3	1
COc1ccccc1CNc1nc2cc(-c3ccsc3)sc2c(=O)n1C	-5	2	-17	-11	.	-12	3	-21	-5	-5	.
COCCNC(=O)c1ccc(CS(=O)(=O)c2ccccc2)o1	-2	-3	-17	-6	4	2	-18	8	2	-9	-1
C[C@@H]1CCCCO[C@H](CN(C)S(=O)(=O)c2cccs2)[C@H](C)CN([C@@H](C)CO)C(=O)c2cc(NC(=O)NC3CCCCC3)ccc2O1	7	6	-43	-6	.	3	2	-1	-22	36	.
O=C(NCc1cccnc1)Nc1cccc(F)c1	0	6	-22	-4	0	-23	4	-7	-5	4	0
O=c1c2cnn(-c3ccc(F)cc3)c2ncn1Cc1ccc(F)cc1	2	3	3	.	-4	25	-5	24	3	13	1
COc1ccc(-c2sc3ccc(OC)cc3c2-c2ccc(O)cc2)cc1	0	27	17	-3	8	41	3	20	-2	4	.
COc1cccc(NC(=O)CN2C(=O)COc3ccc(C)cc32)c1	11	1	0	-20	-2	9	10	19	19	15	5
O=S(=O)(NCc1cccnc1)c1ccccc1	9	0	-30	-8	14	8	-6	-1	.	8	-1
Cc1csc(NC(=O)CSc2ccc([N+](=O)[O-])cn2)n1	-5	4	-23	-5	0	1	8	-18	2	-2	3

14 entries from above, with bars between the fields:
SMILES | KKLEB tox | CF NFkB inh | NR2E3 ag-1 | CaV13 FRET inh | MITF TRPM1 inh | Peg3 promoter | PDI inh | HIF-2a block | Vif imaging | Shn3 3UTR inh | NR2E3 ag-2
COc1nsnc1NS(=O)(=O)c1ccc(NC(=S)NC(=O)c2cccnc2)cc1 | 5 | -22 | -14 | -6 | -8 | -13 | -1 | 6 | 2 | -2 | 1
O=C(CN1CCN(c2ccc(F)cc2)CC1)NCC1CCCO1 (configuration not stated) | -6 | 11 | 4 | -6 | 6 | 3 | -5 | 22 | -5 | 0 | -1
CCC(C)Sc1ccc([C@@H]2[C@H]3C(=O)N(C)C(=O)[C@H]3[C@]3(C(=O)OC)CCCN23)cc1 (some centres not stated) | 10 | -28 | 15 | -11 | 2 | 9 | -2 | -7 | -9 | 8 | .
Cc1c(C(=O)OCC(C)(C)CN(C)C)oc2ccccc12 | -4 | -3 | -54 | -5 | -34 | -113 | 0 | -161 | . | -47 | 1
O=C1NC(c2ccccc2)CCO1 (configuration not stated) | 2 | -24 | 6 | -5 | -2 | -22 | 2 | 8 | -3 | -13 | -2
COC(=O)c1ccccc1NS(C)(=O)=O | 3 | -1 | 11 | -11 | 3 | -7 | 6 | -1 | 7 | 4 | 1
Cc1nc([N+](=O)[O-])c(Br)n1CC(=O)c1ccc2ccccc2c1 | -52* | 64* | 3 | -5 | 34 | 47 | 0 | 11 | -1 | 95* | -1
CC(=O)NC(Cc1ccccc1)C(=O)N1CCN(C(=S)NCC(C)C)CC1 (configuration not stated) | 0 | -4 | -1 | 4 | -2 | 5 | 7 | 12 | 7 | -7 | -3
CC(=O)Nc1nnc(-c2ccc3c(c2)CCCC3)o1 | -8 | 1 | -74 | -7 | -37 | -190 | -1 | -207 | 5 | -30 | -4
CCN=C1S/C(=C\c2cn(CC(=O)NCc3ccco3)c3ccccc23)C(=O)N1CC | 5 | 16 | 7 | -3 | 48 | 31 | -29 | 5 | 13 | 60 | 0
CCOc1ccc(-n2c(Cc3cc(=O)[nH]c(=O)[nH]3)nnc2SC(C)C(=O)OC)cc1 (configuration not stated) | -2 | -3 | 2 | 11 | -9 | -10 | -8 | 7 | -1 | 3 | 1
COc1ccccc1CNc1nc2cc(-c3ccsc3)sc2c(=O)n1C | -5 | 2 | -17 | -11 | . | -12 | 3 | -21 | -5 | -5 | .
COCCNC(=O)c1ccc(CS(=O)(=O)c2ccccc2)o1 | -2 | -3 | -17 | -6 | 4 | 2 | -18 | 8 | 2 | -9 | -1
C[C@@H]1CCCCO[C@H](CN(C)S(=O)(=O)c2cccs2)[C@H](C)CN([C@@H](C)CO)C(=O)c2cc(NC(=O)NC3CCCCC3)ccc2O1 | 7 | 6 | -43 | -6 | . | 3 | 2 | -1 | -22 | 36 | .

The listing continues:
SMILES	KKLEB tox	CF NFkB inh	NR2E3 ag-1	CaV13 FRET inh	MITF TRPM1 inh	Peg3 promoter	PDI inh	HIF-2a block	Vif imaging	Shn3 3UTR inh	NR2E3 ag-2
Cc1cc(C)n(CC(O)Cn2ccc3ccccc32)n1 (configuration not stated)	9	-8	-12	-7	-1	4	-1	7	.	38	2
S=C(NCc1cccnc1)Nc1cccc2ccccc12	11	-13	-4	-2	10	-5	16	12	1	2	4
CCOc1ccc(Nc2nc(NCC(=O)O)nc(N)c2[N+](=O)[O-])cc1	2	-7	-15	-10	-2	-5	-3	2	-6	-2	-1
CCOc1ccccc1NC(=O)COC(=O)C1CC(=O)N(c2c(C)cccc2C)C1 (configuration not stated)	0	-14	1	-2	-3	13	10	0	-3	-2	3
OCC1(Cc2ccccc2)CCCN(Cc2ccc3c(c2)OCCO3)C1 (configuration not stated)	17	-19	1	-7	-8	-1	-1	11	-5	-2	2
CCCCOn1c(C)c(C(C)=O)c2c3no[n+]([O-])c3ccc21	-11	16	-8	-2	-19	17	4	23	0	11	6
COc1ccc(Cl)cc1NC(=O)CN(C)C(=O)c1cc2ccccc2cc1OC	-1	-3	-3	-4	13	21	-3	18	-1	20	-1
CCOc1cc(C(=O)Nc2cc3c(cc2N2CCOCC2)n(C)c(=O)n3C)cc(OCC)c1OCC	1	-14	-4	-6	-4	-9	-4	11	2	24	-3
Cc1ccc(S(=O)(=O)C2(C(=O)NC3CCCC3)CC2)cc1	4	6	5	-7	-8	13	4	22	-7	3	2
Oc1ccc(Br)cc1Cn1nnc2ccccc21	-9	49	-19	-4	-2	22	-12	19	0	-16	1
O=[N+]([O-])c1nn(-c2ccc(Cl)cc2)n(O)c1=NCc1cccnc1	5	-10	-30	-3	13	-105	-14	-161	-2	-42	0
O=C(c1ccc2c(c1)OCO2)N1CCN(c2ccc(F)cc2)CC1	-10	5	-5	-4	5	-3	-2	-18	9	-20	0
Cc1cccc(NC(=O)Nc2cc(C)on2)c1	0	3	-41	-3	-33	-79	-7	-131	.	-39	0
